Compound activity deposited in PubChem by Sanford-Burnham Center for Chemical Genomics.
MT1-MMP act inh – blocks activation of human MT1-MMP | GFP/RFP ratio change, % at 20 µM | actives 0.061% (n = 360,000) | HT1080 RFP-PRO-GFP cells, GFP/RFP ratio fluorescence, overnight; percent of plate control window, DMSO zero | P50281;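 active = GFP/RFP ratio change of at least 30% with cell ATP level not reduced by more than half and red fluorescence within 50% of control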; note: strong numbers were not always called active
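Compound: 20 µM single dose, 1% DMSO / System: HT1080 RFP-PRO-GFP cells / Controls: DMSO and RFP-L50D-GFP cell wells / Read-out basis: GFP/RFP fluorescence ratio / Schedule: overnight compound exposure at 37 °C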
STEP block – blocks human striatal-enriched tyrosine phosphatase. recombinant STEP, OMFP fluorogenic substrate, fluorescence. AID 588621. P54829. actives 0.25% (n = 360,000). inhibition, % at 20 µM;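 active = inhibition at 20 µM, scaled per plate between control wells, above about 37%, limit read from the data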;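 note: 0% = DMSO with enzyme and substrate and 100% = substrate only without enzyme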
Target sequence (P54829 whole entry, looked up): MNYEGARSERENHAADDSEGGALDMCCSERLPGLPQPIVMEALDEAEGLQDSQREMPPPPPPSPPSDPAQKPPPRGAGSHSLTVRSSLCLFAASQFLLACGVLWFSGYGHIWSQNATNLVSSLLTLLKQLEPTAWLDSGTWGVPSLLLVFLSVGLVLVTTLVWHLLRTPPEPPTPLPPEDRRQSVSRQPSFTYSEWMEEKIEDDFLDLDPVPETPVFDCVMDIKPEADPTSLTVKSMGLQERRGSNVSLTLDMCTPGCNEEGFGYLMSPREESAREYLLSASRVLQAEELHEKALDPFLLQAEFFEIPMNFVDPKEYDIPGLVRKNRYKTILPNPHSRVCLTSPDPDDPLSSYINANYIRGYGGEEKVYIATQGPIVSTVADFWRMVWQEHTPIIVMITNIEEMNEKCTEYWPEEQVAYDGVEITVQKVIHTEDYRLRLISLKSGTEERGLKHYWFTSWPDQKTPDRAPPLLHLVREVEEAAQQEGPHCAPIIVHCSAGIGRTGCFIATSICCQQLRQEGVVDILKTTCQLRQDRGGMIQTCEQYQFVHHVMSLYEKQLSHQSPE
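Also added – OMFP at 25 µM · Test system – STEP tyrosine phosphatase · Technique – FITC-channel fluorescence of OMFP product · Schedule – 20 min at room temperature, dark · Evaluation – control-normalized % inhibition with plate pattern correction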
Rpn11 block – Rpn11 (human) deubiquitinase inhibition. human 26S proteasome, Ub4-pepOG fluorescence polarization; 20S core pre-blocked with epoxomicin. calls only at 20 µM. O00487. actives 0.59% (n = 360,000). AID 588493;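 active = inhibition at 20 µM, scaled to each plate's controls, above about 33%, limit read from the data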
CendR NRP1 mod – modulators of CendR peptide binding to human neuropilin-1 | inhibition, % at 25 µM | actives 0.85% (n = 360,000) | FAM-RPARPAR peptide binding to NRP-1, fluorescence polarization;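 active = inhibition or corrected inhibition above about 18%, plus a signal ratio from 0.5 to 1.5, limit read from the data, passing the limit was not always enough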; note: strong numbers were not always called active
LMPTP inh – blocks human LMPTP phosphatase | actives 0.22% (n = 360,000) | recombinant LMPTP-A, OMFP fluorogenic substrate, fluorescence intensity | P24666 | inhibition, % at 20 µM;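 active = compounds that cut the enzyme signal by at least half of the control window in the single-dose screen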;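 note: plate controls were DMSO wells with enzyme plus substrate for no effect and substrate without enzyme for full effect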
Target sequence (P24666 whole entry, looked up): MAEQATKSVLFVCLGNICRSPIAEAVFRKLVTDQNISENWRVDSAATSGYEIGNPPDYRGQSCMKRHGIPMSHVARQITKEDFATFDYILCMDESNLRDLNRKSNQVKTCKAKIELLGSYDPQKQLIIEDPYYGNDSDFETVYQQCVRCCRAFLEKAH
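Test system: LMPTP-A, protein tyrosine phosphatase of low molecular weight; Input: 0.625 nM enzyme; Incubation: 50 min dark incubation at room temperature; Signal: endpoint fluorescence intensity from OMFP dephosphorylation; Read-out basis: % inhibition versus control wells.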
SKN-1 inh – blocks SKN-1 activity in C. elegans; AID 624304; inhibition, % at 21.8 µM; actives 0.49% (n = 360,000); C. elegans VP596 Pgst-4::GFP/RFP ratio, acrylamide-induced, 24 h;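 active = interference check ratio from 0.5 to 1.5 plus GFP to RFP signal ratio inhibition reaching or exceeding a fixed threshold, cut at about 30% in these data, passing the limit was not always enough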; note: some compounds called inactive have numbers as strong as hits
DNMT1 inh – inhibitors of human DNMT1 | DNMT1 molecular beacon, Hinp1I cleavage, fluorescence | inhibition (reported as % activation of signal), % at 10 µM | actives 0.83% (n = 360,000) | P26358; in the data active = inhibition above about 50%
NadD block – inhibitors of Staphylococcus aureus NadD; purified NadD enzyme, colorimetric absorbance read-out; actives 0.78% (n = 360,000); inhibition, % at 20 µM; in the data active = inhibition above about 26%; note: some compounds past the cut are filed as inactive
Scp-1 inhibitor – blocks human Scp-1 phosphatase activity; Q9GZU7; Recombinant Scp1, phosphopeptide, malachite green phosphate absorbance; inhibition, % at 20 µM; actives 0.88% (n = 340,000); AID 493091;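 active = inhibition above about 50% at 20 µM, limit read from the data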;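 note: plate controls were DMSO wells with enzyme for no effect and wells lacking enzyme for full effect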
Target sequence (Q9GZU7 76-261 limits assumed): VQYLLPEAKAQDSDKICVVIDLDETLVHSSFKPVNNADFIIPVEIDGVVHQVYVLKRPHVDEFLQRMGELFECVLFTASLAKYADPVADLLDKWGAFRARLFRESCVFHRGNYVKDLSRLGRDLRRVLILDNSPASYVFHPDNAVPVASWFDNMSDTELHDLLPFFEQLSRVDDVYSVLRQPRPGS
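assay system = SCP-1 phosphatase catalytic domain, residues 76-261 | buffer or medium = 50 mM Tris acetate pH 5.5, 0.005% Tween-20, 10 mM MgCl2 | incubation = enzyme reaction 45 min at room temperature, colour 5 min, stabilisation 30 min | signal = Phosphate-binding colour reagent, absorbance read at 630 nm | measure = % inhibition at 20 µM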
SUMO1-SIM PPI – alters human SUMO1 binding to SIM partners; inhibition, % at 20 µM; actives 0.33% (n = 360,000); P63165; AID 602429; SUMO1 binding to a labelled peptide, TR-FRET, 1 h; in the data active = inhibition above about 37%
Target sequence (P63165 whole entry, looked up): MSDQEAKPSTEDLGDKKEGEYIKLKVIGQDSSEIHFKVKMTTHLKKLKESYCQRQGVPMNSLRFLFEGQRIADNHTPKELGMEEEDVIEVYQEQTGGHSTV
* hit, by the source's call; i = inactive; . = no result given.

#1 COc1ccc(S(=O)(=O)N2CCOC2CNC(=O)C(=O)NCc2ccccc2OC)cc1 (stereo not given)
#2 CC1CCCCN1C(=O)CN1C(=O)c2ccccc2S1(=O)=O (stereo not given)
#3 Cc1noc(C)c1COc1ccc(C(=O)OCc2nnc(-c3ccc(Cl)cc3)o2)cc1
#4 COc1cccc(NC(=O)N(CCCN2CCOCC2)C(C)c2cc3cccc(OC)c3o2)c1 (stereo not given)
#5 CN(CC(=O)NCc1ccccc1)Cc1cccc(F)c1
#6 COc1ccc(N2CCC(CNC(=S)Nc3c(C)cccc3C)C2)cc1 (stereo not given)
#7 CC(C)=CCc1c2c(c3occ(-c4ccc(O)cc4)c(=O)c3c1O)C=CC(C)(C)O2
#8 COc1ccc(OC)c(NC(=O)c2cc(-c3cc(F)ccc3OCC3CCCO3)n[nH]2)c1 (stereo not given)
#9 CN(Cc1cccc(F)c1)CC(O)COCc1ccccc1Cl (stereo not given)
#10 Cc1occc1C(=O)N/N=C/C1=C(N2CCOCC2)C(=C/c2ccc(Cl)cc2Cl)/CC1

Compound	1	2	3	4	5	6	7	8	9	10
MT1-MMP act inh	-3	5	-2	1	2	-13	0	7	3	-7
STEP block	-5	-1	-3	-1	0	2	2	0	0	0
Rpn11 block	i	i	i	i	i	i	i	i	i	i
CendR NRP1 mod	-10	2	-12	17	2	12	12	6	-5	151
LMPTP inh	-0.2	-1.1	5.0	-0.4	-1.8	3.1	3.7	2.8	0.2	0.7
SKN-1 inh	-1	8	-5	-1	3	1	1	-1	-1	-5
DNMT1 inh	-1	1	-3	1	-1	-10	-25	105*	-4	4
NadD block	-3	-7	1	2	-7	13	4	-4	-3	24
Scp-1 inhibitor	6	-6	-14	-5	-15	-1	12	.	-6	-10
SUMO1-SIM PPI	2	-2	0	2	3	-2	5	12	1	-6

#11 Cc1ccc(CC(=O)N2CCN(c3ccccn3)CC2)cc1
#12 COc1cccc(C(=O)NNC(=O)c2ccccc2Br)c1
#13 CN(Cc1ccccc1)C(=O)C1CCN(S(=O)(=O)c2cc([N+](=O)[O-])ccc2Cl)CC1
#14 O=C(Nc1ccc2c(c1)OCO2)c1csc([C@@H]2O[C@H](CO)[C@H](O)[C@H](O)[C@H]2O)n1
#15 Cc1ccc(C)c(S(=O)(=O)N2CCN(C(=O)CCc3nc4ccccc4c(=O)[nH]3)CC2)c1
#16 C[C@H]1CN([C@@H](C)CO)C(=O)c2cc(Br)cnc2O[C@H]1CN(C)C(=O)C1CCC1
#17 Cc1cc(NC(=O)COc2ccccc2)ccc1Cl
#18 O=C(c1cccs1)N(Cc1ccc(Cl)cc1)C1CCS(=O)(=O)C1 (stereo not given)
#19 O=S(=O)(NCc1ccccn1)c1ccc2ccccc2c1
#20 CCOC(=O)Cn1nc(C)c(NC(=O)COc2cccc(Cl)c2)c1C

Compound	11	12	13	14	15	16	17	18	19	20
MT1-MMP act inh	0	-1	-10	4	-1	0	0	-2	3	1
STEP block	-3	-3	-1	-2	3	-2	-2	3	0	5
Rpn11 block	i	i	i	i	i	i	i	i	i	i
CendR NRP1 mod	-6	-6	7	-16	-8	4	-4	4	5	8
LMPTP inh	-1.2	-2.4	-0.3	1.5	0.0	-2.2	0.1	0.5	-0.5	-1.1
SKN-1 inh	-16	-9	0	8	-11	-8	6	25	13	-1
DNMT1 inh	-1	2	0	-1	1	4	4	-2	2	1
NadD block	-3	-5	-5	0	1	-3	-3	-2	2	-2
Scp-1 inhibitor	0	2	-4	.	1	.	-4	-1	-5	-7
SUMO1-SIM PPI	4	3	-26	-1	1	-1	4	2	-3	1

3 compounds from above, sorted by their value in SUMO1-SIM PPI, rising.
| # | Compound | SUMO1-SIM PPI |
| --- | --- | --- |
| 15 | Cc1ccc(C)c(S(=O)(=O)N2CCN(C(=O)CCc3nc4ccccc4c(=O)[nH]3)CC2)c1 | 1 |
| 4 | COc1cccc(NC(=O)N(CCCN2CCOCC2)C(C)c2cc3cccc(OC)c3o2)c1 (stereo not given) | 2 |
| 11 | Cc1ccc(CC(=O)N2CCN(c3ccccn3)CC2)cc1 | 4 |

The listing continues:
#21 CN(C(=O)c1cccc(NC(=O)Cc2ccc(NC(=O)C3CCN(C(=O)C4CCCCC4)CC3)cc2)c1)C1CCC1
#22 COCCSc1nc2c(c(=O)[nH]c(=O)n2C)n1CCCc1ccccc1
#23 COc1ccc(CCNC(=O)CSc2nnnn2-c2ccccc2OC)cc1OC
#24 COC(=O)c1[nH]c(C)c(/C(O)=C2\C(=O)C(=O)N(CCCN3CCOCC3)C2c2ccccn2)c1C (stereo not given)
#25 CCNc1nc(NC(C)C)nc(N(C#N)CCOc2ccccc2)n1
#26 Cc1ccc(C2NC(c3ccc(C)cc3)C(C)C(=O)C2C)cc1 (stereo not given)
#27 O=C1/C(=C/c2ccc(O)cc2)CCc2ccc([N+](=O)[O-])cc21
#28 COc1cccc(CC(NC(C)=O)C(=O)NC2CCN(S(=O)(=O)c3ccc(NC(C)=O)cc3)CC2)c1 (stereo not given)
#29 CC(=O)N1CCN(CCN=CC2=C(O)CC(c3ccco3)CC2=O)CC1 (stereo not given)
#30 COc1cccc(CN2CCC(n3nccc3NC(=O)CCOc3ccccc3)CC2)c1

Compound	21	22	23	24	25	26	27	28	29	30
MT1-MMP act inh	2	4	4	-1	-6	-4	-4	-1	0	1
STEP block	-3	3	-2	-1	0	-2	0	-3	-2	-1
Rpn11 block	i	i	i	i	i	i	i	i	i	i
CendR NRP1 mod	-1	5	-12	0	10	1	-1	0	-8	1
LMPTP inh	-0.8	-1.0	-1.6	-6.9	-0.4	0.7	-0.7	0.8	0.0	-1.4
SKN-1 inh	5	23	-8	38*	3	2	5	-6	-22	5
DNMT1 inh	1	0	1	-1	0	2	0	5	4	1
NadD block	4	3	-6	14	-1	-7	-2	2	2	-2
Scp-1 inhibitor	-4	6	-10	-4	0	-4	-7	28	1	-5
SUMO1-SIM PPI	4	0	3	-13	-1	4	-3	0	2	0

#31 O=c1oc(-c2ccccc2)c(-c2ccccc2)c2ccccc12
#32 O=C(Cc1ccccc1)NCC(=O)N1CCCCCC1
#33 COC(=O)c1ccc(C)c(-n2c(=O)n(Cc3ccccc3)c(=O)c3[nH]cnc32)c1
#34 COC(=O)CS(=O)(=O)c1cc([N+](=O)[O-])ccc1NC(=O)OC
#35 Cc1cc(=O)oc2cc(OCCC[n+]3ccccc3)ccc12
#36 Cc1ccc(C(=O)Oc2cccc(NC(=O)c3ccco3)c2)cc1S(=O)(=O)N1CCC(C)CC1
#37 COc1ccc(CNC(=O)C2COc3ccccc3O2)cc1 (stereo not given)
#38 COC(=O)CN(C)C1CC(=O)N(c2ccc(Cl)cc2)C1=O (stereo not given)
#39 C[C@@H]1CN([C@H](C)CO)C(=O)CCCn2nncc2CO[C@H]1CN(C)Cc1ccccc1C(=O)O
#40 COc1cc([N+](=O)[O-])ccc1NC(=O)Cn1ccsc1=N

Compound	31	32	33	34	35	36	37	38	39	40
MT1-MMP act inh	-4	10	-1	2	5	5	-6	7	4	0
STEP block	1	-1	0	0	0	0	-2	-2	1	-2
Rpn11 block	i	i	i	i	i	i	i	i	i	i
CendR NRP1 mod	6	-5	-2	1	4	-17	-2	-15	-1	-16
LMPTP inh	0.9	-1.1	-0.7	0.8	-1.5	3.0	0.4	-1.2	-2.5	2.4
SKN-1 inh	1	0	10	-1	4	-14	5	-1	11	7
DNMT1 inh	-1	0	2	5	0	-6	1	1	6	-1
NadD block	-2	-3	0	-2	4	10	-2	3	4	1
Scp-1 inhibitor	9	-10	-13	-6	-1	54*	-3	-8	.	-3
SUMO1-SIM PPI	0	-4	-3	-16	3	0	4	-1	0	-22

4 compounds from above with just MT1-MMP act inh and NadD block:
No.	Structure	MT1-MMP act inh	NadD block
13	CN(Cc1ccccc1)C(=O)C1CCN(S(=O)(=O)c2cc([N+](=O)[O-])ccc2Cl)CC1	-10	-5
14	O=C(Nc1ccc2c(c1)OCO2)c1csc([C@@H]2O[C@H](CO)[C@H](O)[C@H](O)[C@H]2O)n1	4	0
15	Cc1ccc(C)c(S(=O)(=O)N2CCN(C(=O)CCc3nc4ccccc4c(=O)[nH]3)CC2)c1	-1	1
16	C[C@H]1CN([C@@H](C)CO)C(=O)c2cc(Br)cnc2O[C@H]1CN(C)C(=O)C1CCC1	0	-3

Remaining list, next part:
#41 CCn1c(COc2ccccc2C)nnc1SCC(=O)CC(=O)Nc1ccccc1OC
#42 CCCc1cc(=O)[nH]c(SCC(=O)N(CCC#N)c2ccc3c(c2)OCCO3)n1
#43 O=C(Cc1ccc(-n2cccc2)cc1)N1CCc2ccccc21
#44 C/C(=N\NC(=S)Nc1cccc(C)c1)c1ccccc1
#45 CCCCC(=O)N/N=C(\C)CC(=O)Nc1cc(Cl)ccc1OC
#46 COc1ccc(CNC(=O)c2cc(S(=O)(=O)N3CCCC3)cn2C)cc1
#47 COc1ccc(CNC(=O)Nc2nc(C(N)Cc3ccc(C(F)(F)F)cc3)cs2)cc1 (stereo not given)
#48 CN(c1ccc(C(=O)NCCSC(C)(C)C)cc1)S(C)(=O)=O
#49 CCC(C)NC(=O)CSc1nnc(-c2ccncc2)n1-c1ccc(OC)cc1 (stereo not given)
#50 CCOC(=O)c1cccc(NC(=O)CS(=O)(=O)Cc2nc(-c3cccc(OC)c3)oc2C)c1

Compound	41	42	43	44	45	46	47	48	49	50
MT1-MMP act inh	7	4	-4	0	14	0	-7	-1	3	-1
STEP block	1	-1	4	2	0	2	6	-2	0	-1
Rpn11 block	i	i	i	i	i	i	i	i	i	i
CendR NRP1 mod	-3	1	-8	-3	-6	4	-15	19	3	-10
LMPTP inh	-1.0	-0.8	2.6	2.1	0.4	-1.5	1.1	0.2	-0.8	0.0
SKN-1 inh	-21	12	13	-12	-3	12	3	-12	1	-17
DNMT1 inh	-7	1	16	-5	2	0	-18	3	4	-4
NadD block	23	0	-5	-4	-4	-8	9	-2	0	1
Scp-1 inhibitor	-6	1	-2	-10	-3	-14	.	-7	-2	12
SUMO1-SIM PPI	8	5	-1	9	3	0	-34	-2	0	3

2 records picked at random from the list so far, as already listed:
#41 CCn1c(COc2ccccc2C)nnc1SCC(=O)CC(=O)Nc1ccccc1OC
#45 CCCCC(=O)N/N=C(\C)CC(=O)Nc1cc(Cl)ccc1OC

Compound	41	45
MT1-MMP act inh	7	14
STEP block	1	0
Rpn11 block	i	i
CendR NRP1 mod	-3	-6
LMPTP inh	-1.0	0.4
SKN-1 inh	-21	-3
DNMT1 inh	-7	2
NadD block	23	-4
Scp-1 inhibitor	-6	-3
SUMO1-SIM PPI	8	3
